Screening results: PubChem BioAssay, Broad Institute
U2OS ROS induce = raises reactive oxygen species in U2OS cancer cells. U2OS ROS induction, H2DCF-DA fluorescence. ROS induction (% of piperlongumine), % at 10 µM. 46,000 tested, 2% active. AID 624156; in the data active = ROS induction above about 79%, passing the limit was not always enough; inconclusive = no clear call, values can overlap the other calls;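 note: 0% = DMSO vehicle median and 100% = reference compound median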
An asterisk follows results filed as active; ? = inconclusive; & = joins results of further samples. Not all compounds are listed (hit frequency here may not be typical).

SMILES	U2OS ROS induce
COc1ccc(C(CN(C)C)C2(O)CCCCC2)cc1 (configuration not stated)	-10&2
C=CC1C[N+]2([O-])CCC1CC2C(O)c1ccnc2ccc(OC)cc12 (configuration not stated)	-5
C[C@@H]1CN([C@H](C)CO)C(=O)CCCn2nncc2CO[C@H]1CN(C)C(=O)Oc1ccc2ccccc2c1	19
Cc1cc(C(F)F)n2nc(C(=O)Nc3ccc(Cl)cc3C(=O)c3ccccc3)nc2n1	-20
O=C(c1cnn(-c2ccccc2)c1-n1cccc1)N1CCC2(CC1)OCCO2	3
Nc1ccc(Br)cc1C(=O)c1ccccc1	-4
Fc1ccc(C(OCCN2CCN(C/C=C/c3ccccc3)CC2)c2ccc(F)cc2)cc1	68
CC1=CC(=O)C2=C(C)C[C@H](O)[C@@H]3[C@H](OC(=O)[C@H]3C)[C@H]12	0
CCOc1ccc(C(Nc2ccccc2)P2(=S)OCCCO2)cc1 (configuration not stated)	-11
CCCCC/C=C\C/C=C\C/C=C\C/C=C\CCCCCC(=O)NCCO	-6
CC(=O)OC1C2CCC1C(N1CCCCC1)CC2 (configuration not stated)	-4
COCc1cc(OC(=O)N(C)C)nc2c1c(C)nn2C	6
C[C@@H]1CN([C@@H](C)CO)C(=O)CCCn2nncc2CO[C@@H]1CN(C)C(=O)Oc1cccc2ccccc12	14
COc1c(C(C)C)cc2c(c1O)[C@@]1(C(=O)O)CCCC(C)(C)C1CC2 (some centres not stated)	-1
C=CCN1C(=O)/C(=C/c2cc(C)n(-c3ccccn3)c2C)C(=O)NC1=S	113*
CC(=O)O[C@H]1CC[C@]2(C=O)[C@H]3CC[C@]4(C)[C@@H](C5=CC(=O)OC5)CC[C@]4(O)[C@@H]3CC[C@]2(O)C1	?
C[C@]12CCC(=O)C=C1C=C[C@@H]1[C@@H]2CC[C@@]2(C)[C@H]1CC[C@@]2(O)CCC(=O)O	6
C=C(C)[C@@]12O[C@@H]1[C@@]1(C)C(=C[C@H]2O)CC[C@@H](O)[C@@H]1C	6
Clc1cccc(N2CCNCC2)c1	-9
Clc1cncc(N2CCNCC2)n1	-3
C=C(C)[C@@H]1[C@H]2OC(=O)[C@@H]1[C@]1(O)C[C@H]3O[C@]34C(=O)O[C@H]2[C@]14C	-2
Cc1ccc(OC(=O)N(C)C[C@@H]2OCc3cnnn3CCCC(=O)N([C@@H](C)CO)C[C@@H]2C)cc1	20
COC(=O)C1=COC(C)C2CN3CCC4(C(=O)Nc5ccccc54)C3CC12 (configuration not stated)	10
COc1ccc(-n2c(-c3ccco3)nc3ccccc3c2=O)cc1	20
c1ccc2sc(C3(N4CCCCC4)CCCCC3)cc2c1	8
CCOP(=S)(OCC)SCSP(=S)(OCC)OCC	9
O=C1NC(=O)C(=Cc2cn(CCOc3ccc4c(c3)OCO4)c3ccccc23)C(=O)N1	66
CCC(=O)Nc1ccc(Cl)c(Cl)c1	-19
Cc1ccc(NC(=O)c2cc(C)n(C(C)(C)C)n2)cc1	10
C/C=C(\C)[C@H](O)[C@H](C)/C=C(C)/C=C/C/C(C)=C/Cc1[nH]c(OC)c(OC)c(=O)c1C	17
CCOC(=O)C1=C(N)Oc2c(c(=O)oc3ccccc23)C1c1ccccc1 (configuration not stated)	-5
CN(C)Cc1c[nH]c2ccccc12	5
CNC(C)C(O)c1ccccc1 (configuration not stated)	-2
CCC1CC2CC3(C(=O)OC)c4[nH]c5ccc(OC)cc5c4CCN(C2=O)C13 (configuration not stated)	3
CC1C/C=C/C2C3OC3(C)C(C)C3C(Cc4ccccc4)NC(=O)C23OC(=O)O/C=C/C(C)(O)C1=O (configuration not stated)	-5
COc1ccccc1N1C(=O)NC(=O)/C(=C\C=C\c2ccco2)C1=O	44
C[C@@H]([C@H](O)c1ccccc1)N(C)C	-2
COC[C@H]1OC(=O)c2coc3c2[C@@]1(C)C1=C(C3=O)C2CCC(=O)[C@@]2(C)C[C@H]1OC(C)=O (some centres not stated)	-3
CCCN(CCC)C1Cc2cc(OC)c(OC)cc2C1	8
CC1=CC(=O)c2c(O)cccc2C1=O	35
Cc1ccc(-c2nc3ccc(C)cn3c2CC(=O)N(C)C)cc1	3
C=C1[C@]23C(=O)O[C@@H](C)[C@]2(O)C(=O)O[C@@]1(C)[C@H](OC(C)=O)C1=C(C)[C@@]2(C=CC(=O)OC2(C)C)CCC13C (some centres not stated)	0
CC12C/C(=C\c3ccccc3)C(=O)C[C@@H]1CCC1C2CCC2(C)C1CC[C@]2(C)O (some centres not stated)	11
COc1ccc2c(c1)/C(=C/c1cnc[nH]1)C(=O)N2	12
CC1(C)C(C(=O)NN2C(=O)c3ccccc3C2=O)C1(C)C	9
CCCN(CCC)C1CCc2cccc(O)c2C1 (configuration not stated)	8
COC(=O)c1cc2c(cn1)[nH]c1ccccc12	-3
C[C@H]1CN([C@@H](C)CO)C(=O)CCCn2cc(nn2)CO[C@@H]1CN(C)C(=O)Oc1ccc2ccccc2c1	134*
C/C=C1/C[N+]2(C)CCC34C(=C(C=O)[C@H]1C[C@@H]32)Nc1ccccc14 (some centres not stated)	-7
Oc1ccc2c3c1O[C@H]1[C@@H](O)CC[C@@]4(O)[C@@H](C2)N(CC2CCC2)CC[C@]314	-7
C[C@@H]1Cc2c(Cl)cc(C(=O)N[C@@H](Cc3ccccc3)C(=O)O)c(O)c2C(=O)O1	-1
Cc1cc(-n2c(=S)[nH]c3ccccc3c2=O)ccc1Br	-15
C=C1CC[C@]2(O)[C@]3(C)C[C@@]4(O)O[C@@]2([C@@H]1O)[C@]1(O)[C@@]3(O)[C@H]([C@H](OO)c2ccc[nH]2)[C@](C)(C(C)C)[C@@]14C	-9
CC[C@H]1C2C[C@H]3[C@@H]4N(C)c5ccccc5C45C[C@H](C2[C@H]5O)N3[C@@H]1O (some centres not stated)	7
CCC(=O)Nc1cc(C(=O)N2CCC3(CC2)OCCO3)ccc1S(=O)(=O)c1ccc(C)cc1	-4
Cc1ccc(OC(=O)N(C)C[C@@H]2OCc3cnnn3CCCC(=O)N([C@H](C)CO)C[C@@H]2C)cc1	38
COc1ccc(C(=O)O)cc1OC	-16
COC(=O)C1CC(=O)C[C@H]2[C@]3(C)C[C@@H](c4ccoc4)OC(=O)[C@H]3CC[C@@]12C (some centres not stated)	3
COc1cc(C2c3cc4c(cc3CC3COC(=O)C32)OCO4)cc(OC)c1OC (configuration not stated)	14
O=c1c2ccccc2nc(CSc2ncnc3ccccc23)n1-c1ccccc1F	27
Further entries.
SMILES	U2OS ROS induce
COc1cc2c(cc1-c1cc3cc4ccoc4cc3oc1=O)OCO2	-1
CCOCN(C(=O)CCl)c1c(C)cccc1CC	19
CCOC(=O)c1cc2c(cn1)[nH]c1ccccc12	-12
C/C=C/[C@@H]1[C@H]2C[C@@H](C)CC[C@@H]2C(C)=C[C@H]1C(=O)c1c(O)c(-c2ccc(O)cc2)c[nH]c1=O	-2
CNc1ccc2oc(C[C@@H]3OC4(CC[C@@H]3C)O[C@H](C(C)C(=O)c3ccc[nH]3)[C@H](C)C[C@H]4C)nc2c1C(=O)O (some centres not stated)	-27
C[C@H](CO)N1C[C@H](C)[C@@H](CN(C)C(=O)Oc2ccc3ccccc3c2)OCc2cn(nn2)CCCC1=O	31
N#CC(C#N)=Cc1ccc(O)cc1	3
CO[C@@H]1[C@H](O)[C@@H](O[C@@H]2C[C@H]3CC[C@@H]4C(CC[C@]5(C)[C@@H](C6=CC(=O)OC6)CC[C@]45O)[C@@]3(C)[C@H](O)C2)O[C@H](C)[C@@H]1O[C@@H]1O[C@H](CO)[C@@H](O)[C@H](O)[C@H]1O (some centres not stated)	6
CC(=O)Oc1ccc(/C=C/c2cc(OC(C)=O)cc(OC(C)=O)c2)cc1	13
CC1(C)C2CC(=O)[C@]3(C)C(CC[C@@]4(C)[C@H](c5ccoc5)OC(=O)C5OC543)[C@@]2(C)[C@@H](O)C[C@H]1O (some centres not stated)	-3
CC(C)n1[nH]c(=O)c2c1NC(=O)CSC2c1ccc(Br)cc1 (configuration not stated)	13
O=c1c2ccccc2[nH]c(=S)n1-c1cccc(C(F)(F)F)c1	-2
Cc1cc(OC(=O)N(C)C)cc(=O)n1C	51
CCc1c(C(=O)OC)ncc2[nH]c3cc(OC)c(OC)cc3c12	21
C(=NC12CN3CN(CN(C3)C1)C2)c1cccnc1	6
CCCCC/C=C\C/C=C\C/C=C\C/C=C\CCCC(N)=O	-4
Cn1cccc1CNCCc1ccc(F)cc1	12
C[C@]12CCC(=O)C=C1C=CC1C2CC[C@@]2(C)C1CC[C@@]2(O)CCC(=O)O (some centres not stated)	4
CNC(=O)CSP(=S)(OC)OC	-7
O=c1c2ccccc2nc(CSc2ccccn2)n1-c1ccccc1Cl	-11
CN1CCN(C(=O)COc2ccc(S(=O)(=O)NC3CCCCC3)cc2Cl)CC1	10
CCNCC(O)c1cccc(O)c1 (configuration not stated)	-13
COC1=CC(=O)O[C@@H](/C=C/c2ccccc2)C1	-2
CCN1C[C@]2(C)CC[C@H](O)[C@]34C1[C@H](C[C@H]23)[C@@]1(O)C[C@H](OC)[C@H]2C[C@@H]4[C@@H]1C2O (some centres not stated)	-7
COc1ccc2c3c1O[C@H]1[C@@H](O)CC=C4[C@@H](C2)N(C)CC[C@]431	-4
S=C(Nc1ccccc1)N1CCCCC1c1cccnc1 (configuration not stated)	-15
COc1ccc(OC(=O)N(C)C[C@@H]2OCc3cnnn3CCCC(=O)N([C@H](C)CO)C[C@H]2C)cc1	1
CCN(CC)CCc1c(C)c2ccc(O)cc2oc1=O	-15
CC(C)[C@]12O[C@H]1[C@@H]1O[C@]13[C@]1(O[C@H]1C[C@H]1C4=C(CC[C@@]13C)C(=O)OC4)[C@@H]2O	2
CCC12CCCN3CCC4(c5ccc(OC)c(O)c5N(C(C)=O)C4CC1)C32 (configuration not stated)	6

Sorted by molecular weight (descending): part of the list above
SMILES	U2OS ROS induce
C[C@H]1CN([C@@H](C)CO)C(=O)CCCn2cc(nn2)CO[C@@H]1CN(C)C(=O)Oc1ccc2ccccc2c1	134*
CC1(C)C2CC(=O)[C@]3(C)C(CC[C@@]4(C)[C@H](c5ccoc5)OC(=O)C5OC543)[C@@]2(C)[C@@H](O)C[C@H]1O (some centres not stated)	-3
Fc1ccc(C(OCCN2CCN(C/C=C/c3ccccc3)CC2)c2ccc(F)cc2)cc1	68
C/C=C(\C)[C@H](O)[C@H](C)/C=C(C)/C=C/C/C(C)=C/Cc1[nH]c(OC)c(OC)c(=O)c1C	17
CCOP(=S)(OCC)SCSP(=S)(OCC)OCC	9
O=C(c1cnn(-c2ccccc2)c1-n1cccc1)N1CCC2(CC1)OCCO2	3
CCOC(=O)C1=C(N)Oc2c(c(=O)oc3ccccc23)C1c1ccccc1 (configuration not stated)	-5
Oc1ccc2c3c1O[C@H]1[C@@H](O)CC[C@@]4(O)[C@@H](C2)N(CC2CCC2)CC[C@]314	-7
COc1cc2c(cc1-c1cc3cc4ccoc4cc3oc1=O)OCO2	-1
COCc1cc(OC(=O)N(C)C)nc2c1c(C)nn2C	6
Nc1ccc(Br)cc1C(=O)c1ccccc1	-4
Cc1ccc(NC(=O)c2cc(C)n(C(C)(C)C)n2)cc1	10
CCOCN(C(=O)CCl)c1c(C)cccc1CC	19
CCCN(CCC)C1CCc2cccc(O)c2C1 (configuration not stated)	8
COC(=O)c1cc2c(cn1)[nH]c1ccccc12	-3
C[C@@H]([C@H](O)c1ccccc1)N(C)C	-2
CN(C)Cc1c[nH]c2ccccc12	5

Following part:
SMILES	U2OS ROS induce
CCNCC(O)c1cccc(OC(=O)c2ccccc2C)c1 (configuration not stated)	-17
c1ccc2c(c1)[nH]c1cnccc12	-4
Cc1ccc(OC(=O)N(C)C[C@H]2OCc3cnnn3CCCC(=O)N([C@@H](C)CO)C[C@@H]2C)cc1	8
CC(C)OC(=O)Nc1cccc(Cl)c1	-9
CO/C1=C/C(C)=C/[C@@H](C)[C@@H](O)[C@@H](C)C/C(C)=C/C=C\[C@H](OC)[C@@H]([C@@H](C)[C@@H](O)[C@H](C)[C@@]2(O)C[C@@H](O)[C@H](C)[C@@H](C(C)C)O2)OC1=O	0
Cc1cc(C)cc(C(=O)OC2CC3CCC(C2)N3C)c1 (configuration not stated)	1
COc1cc(C)c(Oc2cc(C)cc(O)c2)c(O)c1	-1
Cc1ccc(-n2c(CNCc3cccnc3)nc3ccccc3c2=O)cc1	12
Cc1ccccc1CN1CCN(C(C)C)CC1	-5
CC1OC(O[C@H]2C[C@@H](O)[C@]3(CO)[C@H]4[C@H](O)C[C@]5(C)[C@@H](C6=CC(=O)OC6)CC[C@]5(O)[C@@H]4CC[C@]3(O)C2)C(O)C(O)C1O (some centres not stated)	2
O=C(Nc1ccccc1)N1CCC2(CC1)OCCO2	-1
CCC(O)CC1CCCC(CC(O)c2ccccc2)N1C (configuration not stated)	-5
Cc1nnc2ccc(-c3cccc(C(F)(F)F)c3)nn12	1
CCC(C)/C=C(C)/C=C/C1=CC2=C(Cl)C(=O)C(C)(OC(C)=O)C(=O)C2=CO1 (configuration not stated)	-2
O=C(O)CCCc1ccc(N(CCCl)CCCl)cc1	-1
CN1C2CCC1CC(OC(=O)c1cc(Cl)cc(Cl)c1)C2 (configuration not stated)	7
C[C@@H]1CN([C@@H](C)CO)C(=O)CCCn2nncc2CO[C@@H]1CN(C)C(=O)Oc1ccc2ccccc2c1	44
CCCc1nc(-c2ccccn2)nc(OC(=O)N(C)C)c1Cc1c(F)cccc1Cl	11
CN(CC(=O)Nc1ccc(Cl)cc1C(=O)c1ccccc1)S(=O)(=O)c1ccc(Cl)cc1	6
CN1CCN(Cc2cc(C(C)(C)C)c(O)c(C(C)(C)C)c2)CC1	-26
COc1cc(OC)c(OC)cc1C=O	-2
